# 15-hLO-2 inh = blocks human 15-lipoxygenase 2 activity | O15296 | purified 15hLO-2, xylenol orange hydroperoxide absorbance | Potency, µM (top dose mostly 57.1 µM), for inactives: at the top dose activity change, negative = inhibition, actives largely listed as inhibitors | actives 0.56% (n = 110,000) | AID 881; note: potency is the fitted concentration of half-maximal effect; nearly all actives have a fitted effect of over 60% in size; many of its hits are not listed in these tables
#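 Purified human 15hLO-2 (50 nM final) preincubated with compounds 15 min at room temperature in 25 mM Hepes pH 7.5, 0.01% Triton X-100, then 45 uM arachidonic acid added for 90 min; hydroperoxide detected via ferrous/xylenol orange, 573/405 nm absorbance ratio.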
# PNC inhibitor = blocks assembly of the perinucleolar compartment; PC3M PTB-GFP, PNC prevalence imaging, 16 h; active compounds read low; activity change (PNC), negative = inhibition, % at 10 µM; actives 3.1% (n = 140,000); AID 2417;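 active = readout at or below -70, meaning at least 70% loss of cells showing the perinucleolar compartment, a nuclear body marking cancer cells; inconclusive = readout between -30 and a set limit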;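 note: plate controls were DMSO wells for no effect and camptothecin positive control wells for full effect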
#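 Compounds are pinned in duplicate onto adhered PC3M cells stably expressing GFP-tagged PTB and incubated 16 h at 37 C. Cells are then fixed, nuclei stained with Hoechst, and PNC-positive cells counted.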
# ALOX12 inhib = inhibitors of human 12-lipoxygenase (ALOX12) | AID 1452 | purified 12-hLO, xylenol orange hydroperoxide absorbance | actives 0.12% (n = 150,000) | P18054 | Potency, µM (titrated, usually from 57.1 µM), for inactives: top-dose activity change, negative = inhibition, usual class: inhibitors; note: potency is the fitted concentration of half-maximal effect; nearly all actives have a fitted effect of over 55% in size; many of its hits are not listed in these tables
# Target sequence (P18054 whole entry, looked up): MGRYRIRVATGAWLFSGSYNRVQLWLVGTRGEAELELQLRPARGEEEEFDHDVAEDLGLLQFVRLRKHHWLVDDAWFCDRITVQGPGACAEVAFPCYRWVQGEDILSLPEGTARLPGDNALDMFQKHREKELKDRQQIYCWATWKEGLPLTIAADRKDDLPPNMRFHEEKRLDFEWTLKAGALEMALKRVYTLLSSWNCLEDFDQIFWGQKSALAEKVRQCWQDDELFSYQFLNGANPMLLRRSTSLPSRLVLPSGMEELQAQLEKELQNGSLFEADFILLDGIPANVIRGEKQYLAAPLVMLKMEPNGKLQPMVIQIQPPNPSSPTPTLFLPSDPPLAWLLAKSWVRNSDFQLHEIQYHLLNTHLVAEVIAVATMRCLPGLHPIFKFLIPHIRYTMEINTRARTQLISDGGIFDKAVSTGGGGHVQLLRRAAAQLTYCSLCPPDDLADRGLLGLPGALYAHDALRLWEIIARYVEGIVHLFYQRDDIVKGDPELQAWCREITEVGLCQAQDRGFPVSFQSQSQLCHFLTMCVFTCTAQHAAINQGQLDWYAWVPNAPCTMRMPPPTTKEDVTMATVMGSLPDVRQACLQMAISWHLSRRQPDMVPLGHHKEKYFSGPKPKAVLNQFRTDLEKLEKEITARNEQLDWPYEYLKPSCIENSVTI
#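 Xylenol orange chromogenic assay: hydroperoxide from 12hLO oxidises Fe(II), giving red-shifted Fe(III)-XO absorbance. Conditions: 150 nM enzyme, 40 uM arachidonic acid, 25 mM Hepes pH 7.0, 0.01% Triton X-100, 30 min, room temperature.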
# IMPase inh = IMPase inhibition in cells | inhibition (IP1 accumulation), % at 46.1 µM | 120,000 tested, under 10 active | CHO-M1 cells, IP1 accumulation, HTRF TR-FRET ratio; active = well fitted curve in the direction sought with a large enough effect in the signal ratio, not every such curve was filed as active; inconclusive = small, poorly fitted or top-dose-only effect, or a change in a side signal; inactive = no such curve, though single readings can be large or run the other way; the % refers to the signal ratio;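 note: cells stimulated with carbachol in lithium chloride buffer; plate controls were DMSO basal wells for no effect and reference inhibitor wells for full effect; higher means more IMPase inhibition seen as more IP1 and lower FRET ratio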
# Target sequence (P97697 whole entry, looked up): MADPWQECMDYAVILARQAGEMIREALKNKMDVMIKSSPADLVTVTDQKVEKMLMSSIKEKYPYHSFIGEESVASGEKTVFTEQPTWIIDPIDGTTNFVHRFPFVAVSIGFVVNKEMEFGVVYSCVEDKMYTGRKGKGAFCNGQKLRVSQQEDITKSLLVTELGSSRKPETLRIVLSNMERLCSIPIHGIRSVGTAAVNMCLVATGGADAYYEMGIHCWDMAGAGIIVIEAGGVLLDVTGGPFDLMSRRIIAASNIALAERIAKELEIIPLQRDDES
#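 Cellular IMPase inhibition is scored as a rise in cytosolic IP1, detected by competitive TR-FRET between d2-labelled IP1 and a europium anti-IP1 antibody. M1-expressing CHO cells were stimulated with carbachol for 30 min at 37C, with lithium (50 mM LiCl) present in the buffer.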
# Active calls of the source: *; ? = inconclusive; / = no result given; [ ] = another dose, or the depositor's remark. Unless noted, calls come from the whole dose curve; as a rule, active = well fitted curve in the direction sought with a large enough effect; inconclusive = small, poorly fitted or top-dose-only effect, or another doubt; inactive = no such curve, though single readings can be large; an effect the other way counts as inactive or inconclusive. Unless noted, % is set by controls: 0 for no effect and ±100 for the full control effect.
SMILES,15-hLO-2 inh,PNC inhibitor,ALOX12 inhib,IMPase inh
Cc1ccc(CNC(=O)CC2C(=O)Nc3c2c(=O)n(C)c(=O)n3Cc2ccccc2)cc1 (stereo not given),6%,-9,-7%,4
COc1ccccc1C1NC(=O)NC(C)=C1C(=O)Nc1cccc(C)c1C (stereo not given),4%,13,8%,-3
COC(=O)c1sc2nc(SCc3ccccc3C#N)n(N)c(=O)c2c1C,/,?,4%,/
CCOC(=O)N1CCN(C(=O)c2cc(-n3cnnc3)ccc2Cl)CC1,7%,?,1%,22
CCn1c(Cc2ccccc2)nnc1SCc1cccc(C(=O)O)c1,/,2,2%,/
Cn1c(C(=O)Nc2ccc3c(c2)OCO3)cc2c(=O)n(C)c3ccccc3c21,-2%,?,-7%,0
CCC(C)C(=O)Nc1nc(-c2ccc3c(c2)NC(=O)CO3)cs1 (stereo not given),-11%,45,-1%,5
CCn1c(=O)c(C(=O)CN2CCCc3ccccc32)c(N)n(Cc2ccccc2)c1=O,3%,39,-15%,-1
O=C(CCNC(=O)c1ccc(Br)o1)NCc1ccccc1Cl,-11%,-10,-5%,7
Cc1ccc2nc(N(CCCN(C)C)C(=O)CCc3ccccc3)sc2c1,/,9,2%,7
O=C(Nc1cccnc1)c1cccc(NC(=O)c2ccco2)c1,3%,?,1%,3
N#C/C(=C\c1cccnc1)C(=O)NC1CCCCC1,/,23,-4%,/
O=C(COC(=O)Cn1c(C(F)(F)F)nc2ccccc21)Nc1ccc2c(c1)OCCO2,2%,-8,-2%,-2
[N-]=[N+]=NC[C@@H]1O[C@@H](n2cnc3c(N)ncnc32)[C@@H]2O[C@@H]21,-5%[11.4 µM],/,1%[11.4 µM],/
c1ccc(OCc2nn3c(-c4ccncc4)nnc3s2)cc1,-7%,-7,-5%,?
Clc1ccc2c(N/N=C/c3ccc(Br)cc3)ccnc2c1,/,32,10%,/
COC(=O)C(C(=O)Nc1ccc(OC)cc1)C1CCCCCC1 (stereo not given),-11%,-81*,-7%,-8
CC(=O)c1c(C)[nH]c(C(=O)NCCC2=CCCCC2)c1C,-1%,-13,10%,2
CCN1CCN(c2cc(=O)n(-c3cc(Cl)ccc3C)c(=O)[nH]2)CC1,11%,50,-1%,6
Cc1ccc(S(=O)(=O)Cn2nnnc2CN2CCCC3(CCCCC3)C2)cc1,-27%,15,-2%,7
CCCCN(CC)c1nc(N)c(C#N)c(CC#N)c1C#N,-10%,1,-8%,-16
COc1ccc(-n2c(COc3ccccc3)nnc2SCC(N)=O)cc1,-6%,-19,-1%,?
CCCc1nnc2n1N=C(c1ccc(-c3cc(Cl)ccc3Cl)o1)CS2,/,-6,0%,8
Cc1ccc(NC(=O)c2cn(-c3cccc(C)n3)cn2)cc1,6%,111,-4%,2
C=CCNc1ncnc2c1[nH]c1ccc(C)cc12,5%[2.29 µM],29,1%,2
CCOC(=O)C1CCCN(c2c(N3CCN(c4ccccn4)CC3)c(=O)c2=O)C1 (stereo not given),-2%,?,-7%,3
FC(F)(F)c1nnc2ccc(N3CCCCCC3)nn12,-7%,?,-1%,-15
Oc1ccccc1CN1CCCN(Cc2ccccc2O)C1,51%[activator],-29,0%,4
COc1ccc(CCN(C(=O)C(F)(F)F)C(C(=O)NC2CCCCC2)c2cccs2)cc1 (stereo not given),/,3,-8%,5
O=C(Nc1cc(Cl)ccc1Cl)c1ccc(OC(=O)c2ccco2)cc1,4%,8,-9%,-8
O=C(COc1ccccc1Cl)Nc1cnn(Cc2ccccc2)c1,-3%,-94*,0%,2
COc1ccc(C2Nc3ccccc3C(=O)N2c2ccccc2)cc1COc1ccccn1 (stereo not given),-4%,39,-7%,?
C[C@@]12CCC(=O)C=C1CC[C@H]1[C@H]3CC[C@](O)(C(=O)CO)[C@]3(C)CC(=O)[C@@H]12,8%[25.6 µM],/,-1%[25.6 µM],-5[20.6 µM]
Cc1c(C(=O)N2CCc3ccccc3C2)sc2nc(-c3ccccc3)cn12,28%,15,-6%,9
O=C(NOC(=O)c1cc(Br)ccc1Cl)c1cccs1,-10%,32,4%,-1
COc1cccc(Cn2c(Oc3cccc(C)c3)nc3c2c(=O)n(C)c(=O)n3C)c1,-7%,?,-5%,12

# The list goes on (five carried over from the part before).
SMILES,15-hLO-2 inh,PNC inhibitor,ALOX12 inhib,IMPase inh
COc1ccc(C2Nc3ccccc3C(=O)N2c2ccccc2)cc1COc1ccccn1 (stereo not given),-4%,39,-7%,?
C[C@@]12CCC(=O)C=C1CC[C@H]1[C@H]3CC[C@](O)(C(=O)CO)[C@]3(C)CC(=O)[C@@H]12,8%[25.6 µM],/,-1%[25.6 µM],-5[20.6 µM]
Cc1c(C(=O)N2CCc3ccccc3C2)sc2nc(-c3ccccc3)cn12,28%,15,-6%,9
O=C(NOC(=O)c1cc(Br)ccc1Cl)c1cccs1,-10%,32,4%,-1
COc1cccc(Cn2c(Oc3cccc(C)c3)nc3c2c(=O)n(C)c(=O)n3C)c1,-7%,?,-5%,12
CC1CCc2c(nc3sc4c(c3c2N)CCCC4)C1 (stereo not given),/,-5,-4%,23
COc1ccccc1OCCOc1ccc(/C=N/n2cnnc2)cc1,-4%,28,4%,7
Cc1ccc(NC(=O)c2ccc([N+](=O)[O-])cc2Cl)nc1,/,7,-1%,/
CCOC(=O)C1=C(C)C(c2ccc(OC)cc2)NC(=S)N1 (stereo not given),-9%,?,-6%,3
Cc1ccc(S(=O)(=O)/N=S(\C)CC2CC2(Cl)Cl)cc1 (stereo not given),4%,-18,-3%,-8
Nc1nc(SCc2ccccc2Cl)nc2nc3c(cc12)CCCC3,-4%,69,6%,2
O=C(O)c1oc2ccccc2c1-n1cccc1,-1%,?,2%,-12
O=C(CSc1nc2ccccc2c(=O)n1-c1ccccc1)N1CCCc2ccccc21,/,-18,2%,-4
COC(=O)c1cc(OC)c(OC)cc1NC(=S)N1CCN(Cc2ccccc2)CC1,9%,59,2%,-3
Cc1nc2cc(Cl)ccc2n1-c1ccccc1,14%,13,-2%,3
Cc1nn(-c2ccccc2)c2[nH]c(C(F)(F)F)cc(=O)c12,0%,32,-9%,4
Cc1ccc(NC(=O)C(Cc2ccccc2)NC(=O)c2ccco2)cc1 (stereo not given),2%,0,0%,0
COc1cccc(NS(=O)(=O)c2ccc(NC(C)=O)cc2)c1,6%,-30,0%,-5
Cc1ccc(S(=O)(=O)NCC2CCC(C(=O)NCCCOC(C)C)CC2)cc1 (stereo not given),/,?,-3%,/
O=C(NC1CC1)c1ccc(F)cc1Cl,-8%,1,2%,-4
COc1cccc(CNc2ccc3c(c2)ncn3C(C)C)c1OC,31%[activator],38,7%,4
COc1ccc(COn2c(=O)c(C)[n+]([O-])c3ccccc32)cc1OC,-7%,-111*,-4%,16
CC(=O)N1[C@H](C)C=C[C@]1(Cc1ccccc1)C(=O)NCc1ccccn1,3%,/,2%,/
CC1=C(/C=C/C(C)=C/C=C/C(C)=C/C=C/C=C(C)/C=C/C=C(C)/C=C/C2=C(C)C(=O)CCC2(C)C)C(C)(C)CCC1=O,0%,/,-9%,/
O=C1CN(Cc2ccccc2)C(=NCc2ccco2)S1,-27%,?,-7%,-2
O=C(Nc1ccccc1)N(CCCN1CCOCC1)Cc1cc2cc3c(cc2[nH]c1=O)OCCO3,/,48,2%,7
Cc1ccc(S(=O)(=O)N[C@@H](C)C(=O)N2CCC(C(=O)N3CCC[C@H]3C(=O)O)CC2)cc1,-3%,-26,3%,-10
CC(/C=N/NC(=O)c1cc(-c2ccc(Cl)cc2)nc2ccccc12)=C\c1ccco1,?,?,?,2
O=c1[nH]cnc2c1nc(Cl)n2C1OC(CO)C(O)C1O (stereo not given),2%,/,3%,/
COc1cccc(C(=O)N2CCN(c3ncccn3)CC2)c1,3%,21,-1%,4
CC(=O)c1ccc(O)c(CN(C2CCCCC2)C2CCCCC2)c1O,-5%[11.4 µM],/,-7%[11.4 µM],/
CN(Cc1ccccc1)Cc1nc2c(c(=O)n(C)c(=O)n2C)n1Cc1ccc(F)cc1,14%,?,-3%,-2
CC(O)(C#CCN1CCOCC1)c1ccccc1 (stereo not given),8%,27,-2%,-4
CCCCCCOc1ccc(C(CC(=O)O)C(N)=O)cc1 (stereo not given),-10%,-104*,0%,-12
CCOC(=O)C1CCN(c2ccc(C(N)=O)cc2[N+](=O)[O-])CC1,/,-12,-1%,-1
O=C(C[n+]1cccc(NC(=O)c2ccccc2)c1)c1ccc(NC(=O)c2ccccc2)cc1,45%[activator],-2,3%,13
Cc1ccc(NC(=O)CSc2nnc(-c3cccnc3)n2-c2ccc(C)cc2)cc1,/,4,1%,-8
CC(=O)Nc1cccc(C(=O)OCc2ccc(C(=O)Oc3ccc(Cl)cc3)cc2)c1,-5%,-10,-6%,1
COc1cc(OC)cc(C(=O)NCC(=O)OCC(=O)c2cc(OC)ccc2OC)c1,/,?,3%,1
O=C(O)CCC(=O)NCC1OCCc2ccccc21 (stereo not given),4%,12,2%,-2
CC1CC2(CC(C)(C(=O)CSc3nc4ccccc4s3)OC2=O)C(=O)O1 (stereo not given),-6%,37,-6%,1

# Arranged by count of non-hydrogen atoms (descending): some entries from above
SMILES,15-hLO-2 inh,PNC inhibitor,ALOX12 inhib,IMPase inh
COc1cc(OC)cc(C(=O)NCC(=O)OCC(=O)c2cc(OC)ccc2OC)c1,/,?,3%,1
COC(=O)C(C(=O)Nc1ccc(OC)cc1)C1CCCCCC1 (stereo not given),-11%,-81*,-7%,-8
C=CCNc1ncnc2c1[nH]c1ccc(C)cc12,5%[2.29 µM],29,1%,2

# Additional records
SMILES,15-hLO-2 inh,PNC inhibitor,ALOX12 inhib,IMPase inh
O=C(NC1CCCc2ccccc21)c1ccc(Cl)nc1 (stereo not given),6%,-25,2%,5
CCc1n[nH]c2c1/C(=N\O)CC(c1ccccc1)C2 (stereo not given),9%,-30,0%,-1
COc1ccccc1/C=N/Nc1nccnc1Cl,-2%,23,3%,5
CCC(c1nnc(SCC(=O)Nc2nnc(-c3ccccc3)o2)o1)N(C)C (stereo not given),1%,?,-3%,4
Oc1ccc(N=Nc2n[nH]c(-c3ccc(Br)cc3)n2)cc1,/,30,-4%,1
CC(C)Cc1nc2oc3c(=O)[nH]cnc3c2c2c1CCC2,-3%,46,-3%,-6
O=C(NCCCN1CCN(c2ccccc2F)CC1)C1CCN(S(=O)(=O)N2CCOCC2)CC1,13%,16,-6%,7
CN1C(=O)[C@@H]2[C@@H]3C[C@@H]([C@H]4ON=C(c5ccc(Cl)cc5)[C@@H]34)[C@@H]2C1=O,/,15,-2%,6
O=C(CCCN1C(=O)/C(=C/c2cccc(Br)c2)SC1=S)Nc1ccccn1,26%,21,3%,-5
O=C1C=C(c2ccccc2)C(=O)N1Nc1ccccc1,?,-9,?,23
O=C(Nc1ccccc1N1CCOCC1)C1Cc2ccccc2CN1C(=O)c1ccco1 (stereo not given),-9%,10,-3%,8
Cc1sc(NC(=O)C2CCCCC2C(=O)O)c(C(N)=O)c1-c1ccc(C(C)C)cc1 (stereo not given),/,48,-1%,-1
CCCCNC(=O)C(c1ccc(OCC(=O)OC)c(C(=O)OC)c1)N(CCc1ccccn1)C(=O)CCCCCN1C(=O)NC(c2ccc(-c3ccccc3)cc2)C(C(=O)OCc2ccccc2)=C1C (stereo not given),4%,/,0%,/
Cn1cc(SCC(=O)NCc2ccc3c(c2)OCO3)c2ccccc21,-5%,-24,-3%,?
O=C(c1cccs1)N1CCN(S(=O)(=O)N2CCOCC2)CC1,3%[2.29 µM],-16,0%,-1
O=C(Cn1cnc2c(cnn2-c2ccc(F)cc2)c1=O)NCc1ccco1,1%,15,3%,-3
C/C(CC(=O)NCC(C)C)=N\NC(=O)COc1cc(C)c(Br)cc1Br,/,6,0%,-4
Cc1ccc(-c2csc(NC(=O)c3ccno3)n2)cc1,-12%,11,-13%,-2
C[Si](C)(c1ccc(C(=O)O)cc1)c1ccc(C(=O)O)cc1,14%[11.4 µM],/,4%[11.4 µM],/

# Some of the compounds tested; rates above refer to the full screens.
